Source: PubChem BioAssay (National Center for Advancing Translational Sciences (NCATS))
BRCA1 expr up – increases BRCA1 expression | AID 624202 | 380,000 tested, 1.1% active | MCF7-BRCA1-FFLuc reporter, luminescence, 48 h; response scale: scaled: vehicle 0%, 10 µM genistein 100% | Potency, µM (top dose mostly 46.1 µM), for inactives: at the top dose activation, actives largely listed as activators; further: potency means the concentration at half of the fitted maximal effect; nearly all actives have a fitted effect of over 80% in size; some results filed as inactive show a strong effect at the top dose
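Reporter cells (MCF7, BRCA1 promoter-firefly luciferase) received library compounds across a concentration series for 48 h. End-point luminescence was measured and concentration-effect curves derived after normalization.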
TRPV1 agonist – agonists of human vanilloid receptor 1 (TRPV1); Q8NER1; TRPV1-expressing cells, Fluo-8 calcium influx, agonist mode; activation, % at 8.33 µM; 320,000 tested, 0.19% active; in the data active means activation above about 80%; inconclusive means between about 30% and that limit; further: 0% is about no effect
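Cells expressing TRPV1 were dye-loaded with Fluo-8 and read kinetically: 10 s baseline, 3 min after compound (agonist portion), then 2 min after EC20 capsaicin (allosteric enhancer portion). Calcium-bound dye fluorescence at 480/520 nm.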
B2AR arrestin – recruits beta-arrestin to the human beta2-adrenergic receptor | beta-arrestin recruitment to beta2AR, cell-based reporter | 330,000 tested, 0.02% active | Potency, µM (highest dose often 46.1 µM), inactives show at the highest dose activation, usual class: activators | AID 492947;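 further: potency means the concentration at half of the fitted maximal effect; 0% = DMSO controls and full agonism = EC100 isoproterenol or metaproterenol; nearly all actives have a fitted effect of over 65% in size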
Target sequence (P07550 whole entry, looked up): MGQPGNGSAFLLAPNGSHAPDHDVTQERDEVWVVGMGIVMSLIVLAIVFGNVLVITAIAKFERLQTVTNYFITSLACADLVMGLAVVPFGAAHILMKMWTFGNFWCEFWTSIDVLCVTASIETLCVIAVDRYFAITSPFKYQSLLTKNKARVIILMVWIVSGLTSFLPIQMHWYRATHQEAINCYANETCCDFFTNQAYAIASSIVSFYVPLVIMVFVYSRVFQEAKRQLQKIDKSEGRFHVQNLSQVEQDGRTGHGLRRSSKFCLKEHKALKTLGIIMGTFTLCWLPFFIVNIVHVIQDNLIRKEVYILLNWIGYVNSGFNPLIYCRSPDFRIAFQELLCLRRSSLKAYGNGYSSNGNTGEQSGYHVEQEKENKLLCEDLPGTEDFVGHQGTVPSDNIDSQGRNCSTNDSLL
S-ASM inh – human S-ASM enzyme inhibition; P17405; AID 504937; Potency, µM (top dose mostly 57.5 µM), inactives show at the top dose activity change, negative = inhibition, actives largely listed as inhibitors; 340,000 tested, 0.006% active; placental ASM, HMU-PC fluorogenic substrate, 60 min; further: potency means the concentration at half of the fitted maximal effect
Target sequence (P17405 47-631 limits assumed): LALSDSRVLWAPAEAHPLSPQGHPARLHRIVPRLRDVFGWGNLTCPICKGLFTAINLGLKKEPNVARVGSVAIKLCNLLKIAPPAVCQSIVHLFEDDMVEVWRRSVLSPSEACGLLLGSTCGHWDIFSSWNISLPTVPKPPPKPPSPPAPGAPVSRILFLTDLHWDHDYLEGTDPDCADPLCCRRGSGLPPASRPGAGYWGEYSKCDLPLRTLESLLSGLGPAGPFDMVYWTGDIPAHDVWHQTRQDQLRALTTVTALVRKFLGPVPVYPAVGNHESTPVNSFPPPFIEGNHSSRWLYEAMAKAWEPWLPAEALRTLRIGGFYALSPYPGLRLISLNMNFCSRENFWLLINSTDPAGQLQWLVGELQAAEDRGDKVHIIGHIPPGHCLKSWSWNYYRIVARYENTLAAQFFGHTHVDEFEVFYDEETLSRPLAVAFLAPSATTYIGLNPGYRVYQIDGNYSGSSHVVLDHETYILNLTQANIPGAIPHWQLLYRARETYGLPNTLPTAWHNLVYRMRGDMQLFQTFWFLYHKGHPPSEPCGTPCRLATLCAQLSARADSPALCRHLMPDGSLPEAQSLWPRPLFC
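Fluorogenic HMU-PC substrate (9 uM final) is turned over by placental ASM in 60 min at 37 C after a 10 min compound preincubation. Reaction ended by alkaline stop (pH 10), with fluorescence read at 386/447 nm.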
TSG101-PTAP inh – blocks PTAP/TSG101 interaction to inhibit HIV-1 budding; Fluorescence polarization, FITC-PTAP peptide / Tsg101 binding; Potency, µM (highest dose often 115 µM), for the others: at the highest dose activity change, negative = inhibition, actives largely listed as inhibitors; 340,000 tested, under 10 active; AID 493005; active means well fitted inhibition curve with a large enough effect in the main read-out, with a control signal flat, not every such curve was filed as active; inconclusive means small, poorly fitted or top-dose-only effect, or effect the other way, or a change in a side signal; inactive means no such curve, though single readings can be large or run the other way; further: potency means the concentration at half of the fitted maximal effect; % of control where 0% means no effect
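Tsg101 binding domain (10 uM final) was mixed with compound and a FITC-labeled PTAP peptide (50 nM final) in HEPES pH 7.5 buffer with NaCl, Tween 20, EDTA and TCEP; fluorescence polarization was read after 20 min at r.t.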
Integrin act MD – activates integrin-mediated alleviation for muscular dystrophy. alpha7betagal myoblasts, beta-gal FDG fluorescence, 48 h. Potency, µM (series often up to 38.3 µM), without a hit: at the highest dose activation, usual class: activators. 350,000 tested, 0.064% active. AID 624291;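 further: potency means the concentration at half of the fitted maximal effect; 100% = response of the positive control SU9516; nearly all actives have a fitted effect of over 60% in size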
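alpha7betagal+/- myoblasts (passage 13, 250/well) treated 48 h at 37C with compounds at 1:260 dilution of DMSO stock. Lysed, then beta-galactosidase activity read as FDG fluorescence (ex 480/em 540) after 30 min, with pre-read for autofluorescence.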
uPA surface inh – blocks generation of uPA at the cell surface; cell surface uPA generation assay, qHTS; Potency, µM (titrated, usually from 38.3 µM), inactives show at the highest dose activity change, negative = inhibition, hits mostly inhibitors; 330,000 tested, 0.31% active; AID 540303; active means well fitted inhibition curve with a large enough effect; inconclusive means small, poorly fitted or top-dose-only effect; inactive means no such curve, though single readings can be large or run the other way; tested in mouse RAW 264.7 cells; further: potency means the concentration at half of the fitted maximal effect; on the % scale 0 is the no-effect control and ±100 the full control effect; nearly all actives have a fitted effect of over 55% in size
USP2a inh – blocks human ubiquitin-specific protease USP2a | AID 463254 | USP2 core, Ub-CHOP2 coupled fluorogenic reporter, 485/531 | 330,000 tested, 0.01% active | Potency, µM (series often up to 38.3 µM), without a hit: at the highest dose activity change, negative = inhibition, hits mostly inhibitors | O75604;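 further: potency means the concentration at half of the fitted maximal effect; plate controls were DMSO wells for no effect and full inhibition by NEM control for full effect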
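Deubiquitinase activity read as fluorescence (485/531 nm) after Ub-CHOP2 cleavage activates the enterokinase reporter on its substrate; USP2 core 10nM, Ub-CHOP2 and substrate 25nM each, 30min compound preincubation then 60min RT; data normalized to NEM, curves fitted.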
Eya2 phos inh – Eya2 (human) phosphatase inhibition | O00167 | recombinant Eya2, OMFP fluorescence dephosphorylation (OMFP is methylfluorescein phosphate) | Potency, µM (titrated, usually from 76.9 µM), for the others: at the top dose activity, negative = inhibition, actives largely listed as inhibitors | 330,000 tested, 0.006% active | AID 488837; further: potency means the concentration at half of the fitted maximal effect; on the % scale 0 is the no-effect control and ±100 the full control effect
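Eya2 (0.2 uM) preincubated 10 min at ambient with compound, then OMFP substrate added at 50 uM; 10 min reaction in 50 mM HEPES pH 7.5, 50 mM NaCl, 5 uM MgCl2, 0.05% BSA, 1 mM DTT. Fluorescence read at Ex 485/Em 525 nm.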
ELG1 genotoxic – induces genotoxicity in HEK293T cells with luciferase-tagged ELG1; HEK293T ELG1-luciferase reporter, luminescence, 16 h; Potency, µM (doses to about 46 µM), inactives show at the highest dose activity change, positive = activation, usual class: activators; 330,000 tested, 1.3% active; AID 504466; further: potency means the concentration at half of the fitted maximal effect; % of control where 0% means no effect; nearly all actives have a fitted effect of over 60% in size
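Luminescence read-out: rising ELG1-luciferase signal, reflecting elevated ELG1 protein under genetic stress, flags genotoxic compounds. Cells were treated for 16 hr at 37 °C before ONE-Glo detection.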
p53 reactivation – re-activators of mutant p53; 320,000 tested, 0.063% active; H1299 p53-A138V BP100-luciferase reporter, luminescence, 24 h; Potency, µM (highest dose often 92.2 µM), without a hit: at the top dose activity change, positive = activation, usual class: activators; further: potency means the concentration at half of the fitted maximal effect; % of control where 0% means no effect; nearly all actives have a fitted effect of over 45% in size
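p53-null H1299 cells stably carrying temperature-sensitive p53-A138V and a BP100-luciferase reporter were pinned with compounds (4-point, 1:5 series) and held 24 hrs at 37 deg C. Luminescence was read 10 min after detection reagent.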
* = called active by the depositor; ? = inconclusive; · = no result given; [ ] = another dose, or the depositor's remark. Unless noted, the call rests on the fitted dose curve; in most records, active means well fitted curve in the direction sought with a large enough effect; inconclusive means small, poorly fitted or top-dose-only effect, or another doubt; inactive means no such curve, though single readings can be large; an effect the other way counts as inactive or inconclusive. Not a hit list; about 2.6% have a hit in one of these screens.

no.	structure	BRCA1 expr up	TRPV1 agonist	B2AR arrestin	S-ASM inh	TSG101-PTAP inh	Integrin act MD	uPA surface inh	USP2a inh	Eya2 phos inh	ELG1 genotoxic	p53 reactivation
1	CCn1nnnc1SCC(=O)Nc1ccc(F)cc1	15%	2	0.0%	-8%	-2%	4%	8%	0%	2%	9%	3%
2	CC(Sc1nnnn1-c1cccc(F)c1)C(=O)NC1CCCC1 (stereo unspecified)	-9%	15	-1.6%	2%	2%	13%	-1%	-2%	16%	1%	-9%
3	C=CC[C@@H]1C=C[C@H](O/N=C/c2ccc(C(=O)N3[C@H](c4ccc(C)cc4)[C@@H](C)CC[C@H]3C(=O)OC)cc2)[C@@H](CO)O1	·	12	?	·	·	·	·	-2%	-12%	-4%	-2%
4	NC(=O)COc1c(-c2ccco2)oc2ccccc2c1=O	-7%	10	-0.1%	50%[activator]	-6%	23%	-4%	0%	-2%	1%	2%
5	Cc1cc(C)cc(SCc2noc(C(=O)NCC3CCCO3)c2C(=O)O)c1 (stereo unspecified)	0%	0	3.2%	12%	-1%	-23%	-4%	1%	20%	2%	2%
6	O=C(Cn1cc(C(F)(F)F)ccc1=O)N1CCc2ccccc2C1	8%	2	0.0%	1%	-5%	-7%	2%	0%	-11%	4%	1%
7	Cc1ccc(-c2ccccc2NC(=O)CS(=O)CC(=O)Nc2ccc(C)c(Cl)c2)o1 (stereo unspecified)	-33%	2	-1.0%	-9%	1%	-5%	-5%	1%	8%	1%	2%
8	O=C(O)c1ccc(-n2nnnc2SCc2ccccc2)cc1	-1%[1.84 µM]	6	-0.1%	2%	-3%	8%	-1%	0%	7%	4%	-2%
9	CCOc1ccc2[nH]c3c(N4CCC5(CC4)OCCO5)ncnc3c2c1	-80%	·	0.2%	193%[activator]	-2%	-17%	-7%	0%	-27%	-11%	-3%
10	CC(C)CCN(CCC(C)C)C(=O)Cc1c(O)c2ccccc2[nH]c1=O	9%	2	-0.5%	1%	-5%	-22%	-8%	3%	?	-1%	1%
11	COc1ccc(COC(=O)NNC(=O)c2ccc(OC)cc2)cc1	2%	12	-0.8%	4%	0%	18%	3%	-3%	-3%	1%	-4%
12	CNC(=O)c1csc(-c2ccncc2)n1	3%[1.84 µM]	2	-0.6%	4%	-4%	4%	-5%	-1%	11%	4%	-4%
13	C1CN(c2nc(N3CCOCC3)nc(N3CCOCC3)n2)CCO1	13%	4	-0.6%	7%	0%	-6%	2%	2%	7%	0%	-6%
14	O=c1c(Cc2ccccc2)c(O)c2cccc3c4c(n1c23)CCCC4	-17%	7	-0.3%	15%	-8%	-12%	-5%	-2%	-3%	0%	1%
15	Cc1cc(C)nc(Nc2n[nH]c(COc3ccc4ccccc4c3)n2)n1	-32%	-5	-0.4%	1%	-8%	10%	·	5%	4%	2%	-2%
16	CCCCN1C(=O)/C(=C/C=C2\SCCN2C)SC1=S	7.1µM*	?	-0.4%	-25%	?	-32%	-1%	?	10%	25%	?
17	Cn1cc(S(=O)(=O)N2CCc3ccccc32)cc1C(=O)Nc1ccc(Cl)cc1	-54%	-13	0.2%	-14%	-11%	5%	?	-4%	-5%	-5%	11%
18	Cn1cc(CN2CCC(C(=O)N3CCCC3)CC2)c(-c2ccccc2F)n1	10%	0	-0.3%	-3%	-4%	0%	-1%	5%	-20%	1%	2%
19	CSc1c(CC(=O)Nc2ccccc2Cl)n(Cc2ccccc2)c2ccccc12	-22%	0	-0.1%	-11%	-2%	16%	10%	0%	5%	-6%	-4%
20	O=C(NN1CCOCC1)c1ccc(Br)cc1	-4%	·	·	6%	2%	14%	4%	·	·	·	·

no.	structure	BRCA1 expr up	TRPV1 agonist	B2AR arrestin	S-ASM inh	TSG101-PTAP inh	Integrin act MD	uPA surface inh	USP2a inh	Eya2 phos inh	ELG1 genotoxic	p53 reactivation
21	COc1ccc(-c2nc3c(c(=O)n(C)c(=O)n3C)n2CC2CC(c3ccccc3)=NO2)cc1OC (stereo unspecified)	15%	·	·	-1%	-8%	19%	-5%	·	·	·	·
22	OCc1nc2nc(Cl)c(Cl)nc2[nH]1	3%	-2	-0.6%	33%[activator]	-10%	2%	21%	16%	-1%	-4%	-2%
23	CC[N+]1(CC)CC2=Cc3ccccc3CC2C1 (stereo unspecified)	1%	1	0.4%	1%	-8%	22%	-11%	4%	10%	-5%	-1%
24	CN(Cc1c(F)cccc1Cl)C(=O)c1ccc(NS(=O)(=O)c2ccc3[nH]c(=O)[nH]c3c2)cc1	-7%	12	-2.0%	7%	1%	1%	0%	3%	11%	-4%	-5%
25	COCCn1c(SCC(=O)N2CCc3ccccc32)nc2c(c1=O)SC(C)C2 (stereo unspecified)	19%	0	0.4%	-2%	0%	-22%	?	2%	-10%	1%	1%
26	Cc1cc(NC(=O)c2cc(-c3ccccn3)nc3c(Cl)cccc23)no1	-26%	?	-0.1%	-3%	-2%	11%	-14%	1%	3%	12%	13%
27	COC(=O)CSc1nnnn1-c1ccccc1	-18%	4	-0.2%	-1%	0%	26%	4%	-1%	-9%	4%	-2%
28	O=C(NNC(=S)NCc1ccco1)c1ccccc1Br	-1%	2	-0.3%	5%	-4%	6%	6%	2%	-16%	3%	-2%
29	O=C(NCCNCc1cccc(Cl)c1)c1ccco1	0%	·	·	6%	1%	8%	4%	·	·	·	·
30	Fc1ccc(Br)cc1SCCc1ccncc1	-23%	3	-0.1%	0%	0%	17%	-4%	3%	-18%	-2%	?
31	Cc1ccc(S(=O)(=O)N2CCCC(C(=O)Nc3cccnc3)C2)cc1 (stereo unspecified)	-3%[1.84 µM]	?	-0.2%	3%	-5%	11%	1%	-6%	-2%	-4%	-6%
32	Cc1cc(C(=O)COC(=O)c2cnccn2)c(C)n1-c1ccc(Br)cc1	-15%	·	-0.4%	0%	-5%	-8%	-3%	-1%	-11%	-2%	-1%
33	CCc1ccc(NC(=O)CSC2=C(C#N)C(c3ccco3)C3=C(CCCC3=O)N2)cc1 (stereo unspecified)	-40%	3	-0.1%	0%	-8%	-23%	-3%	2%	-11%	-14%	-5%
34	Cc1c(Cl)c(=O)oc2cc(OCC(=O)N3CCCC(C)C3)ccc12 (stereo unspecified)	-7%	·	-0.1%	·	-3%	-25%	-19%	1%	11%	0%	2%
35	Cc1ccc(-c2ccc(=O)n(CCC(=O)NCCN3CCCCC3C)n2)cc1 (stereo unspecified)	12%	1	-1.9%	2%	-5%	11%	3%	3%	-22%	1%	4%
36	CC(=O)OCCCN1c2ccccc2Nc2nnc(-c3ccccc3)cc21	?	21	-0.2%	-2%	-13%	1%	-5%	-1%	2%	?	22%
37	CC(=O)NS(=O)(=O)c1ccc(Nc2ccc([N+](=O)[O-])c3nonc23)cc1	-6%	0	0.3%	-10%	11%	17%	8%	5%	-12%	-2%	-3%
38	CC(=O)N1c2ccc(S(=O)(=O)NCCC(=O)N3CCCC(C)C3)cc2CC1C (stereo unspecified)	-6%	2	0.0%	0%	-2%	-27%	-5%	3%	0%	-1%[9.26 µM]	-2%
39	CCOC(=O)c1ccc(S(=O)(=O)N2CCN(C(=O)c3ccccn3)CC2)cc1	-3%	·	0.2%	3%	-3%	7%	-4%	7%	-19%	-3%	4%
40	C#CCOCCOCCOCCNc1nc(N2CCN(C(=O)C([C@@H](C)CC)n3cc(C(N)Cc4ccc(O)cc4)nn3)CC2)nc(N2CCN(C(=O)[C@H](CCC(=O)O)n3cc(C(N)CO)nn3)CC2)n1 (stereo partly specified)	0%	3	-0.3%	4%	0%	23%	7%	3%	-5%	7%	-3%
41	COc1ccc2oc(C(=O)OCC(=O)NCc3ccco3)c(C)c2c1	-1%	3	-0.8%	-3%	-1%	-21%	-2%	0%	-16%	1%	7%
42	Cc1cc2nc(SCC(=O)Nc3ccccc3C(=O)O)[nH]c2cc1C	0%	1	0.2%	11%	-3%	10%	-1%	3%	20%	?	0%
